STEP block: inhibitors of human striatal-enriched phosphatase STEP | AID 588621 | P54829 | recombinant STEP, OMFP fluorogenic substrate, fluorescence | inhibition, % at 20 µM | 360,000 tested, 0.25% active;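 active = inhibition at 20 µM, scaled per plate between control wells, above about 37%, limit read from the data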;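 also: 0% = DMSO with enzyme and substrate and 100% = substrate only without enzyme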
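Measure: Control-normalized % inhibition with plate pattern correction | Test system: STEP phosphatase, cell-free reaction | Medium: pH 6.0 Bis-Tris with DTT and Tween 20 | Technique: Fluorescence, 480/540 nm | Times: Reaction 20 min, ambient temperature | Doses: Single compound dose of 20 µM, 1% DMSO final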
DNMT1 inh: DNMT1 (human) enzyme inhibition | DNMT1 molecular beacon, Hinp1I cleavage, fluorescence | inhibition (reported as % activation of signal), % at 10 µM | AID 588458 | 360,000 tested, 0.83% active; in the data active = inhibition above about 50%
Scp1 inh: inhibitors of human Scp-1 phosphatase; Q9GZU7; Recombinant Scp1, phosphopeptide, malachite green phosphate absorbance; inhibition, % at 20 µM; 340,000 tested, 0.88% active; AID 493091;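 active = inhibition above about 50% at 20 µM, limit read from the data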;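 also: plate controls were DMSO wells with enzyme for no effect and wells lacking enzyme for full effect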
Target sequence (Q9GZU7 76-261 limits assumed): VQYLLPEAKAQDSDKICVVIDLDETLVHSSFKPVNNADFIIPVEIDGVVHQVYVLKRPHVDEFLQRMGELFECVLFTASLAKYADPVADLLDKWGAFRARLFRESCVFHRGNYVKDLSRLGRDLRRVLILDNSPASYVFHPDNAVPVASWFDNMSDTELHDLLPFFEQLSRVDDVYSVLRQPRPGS
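Test system: SCP-1 catalytic domain; Buffer or medium: Acidic Tris acetate buffer with magnesium and detergent; Also added: Phosphorylated 17-residue peptide substrate; Compound: single 20 µM dose, 1% DMSO; Schedule: enzyme reaction 45 min at room temperature, colour 5 min, stabilisation 30 min; Signal: Phosphate-binding colour reagent, absorbance read at 630 nm.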
CSN inh: CSN deneddylation inhibition; 360,000 tested, 0.38% active; inhibition, % at 12.5 µM; Q92905; AID 651999; Purified CSN, SCF-Nedd8-OG deneddylation, fluorescence polarization;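 active = pattern-corrected inhibition above about 35%, with an unprinted fluorescence ratio check between 0.5 and 1.5, limit read from the data, passing the limit was not always enough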;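 also: 0% = enzyme with substrate and 100% = substrate without enzyme; some results filed as inactive read as strong as hits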
Target sequence (Q92905 whole entry, looked up, one chain of several): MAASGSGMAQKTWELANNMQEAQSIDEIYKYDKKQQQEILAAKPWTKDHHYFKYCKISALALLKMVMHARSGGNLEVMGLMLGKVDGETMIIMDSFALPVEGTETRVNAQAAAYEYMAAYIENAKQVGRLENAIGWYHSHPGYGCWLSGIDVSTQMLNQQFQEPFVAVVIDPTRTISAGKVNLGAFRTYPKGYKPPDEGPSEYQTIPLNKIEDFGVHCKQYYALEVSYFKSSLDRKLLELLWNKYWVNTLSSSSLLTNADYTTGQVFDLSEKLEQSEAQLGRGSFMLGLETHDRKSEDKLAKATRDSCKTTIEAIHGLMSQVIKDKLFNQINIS
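assay system = purified human Csn5 enzyme expressed in HEK293T cells | amount = 0.24 nM enzyme | buffer or medium = Tris/NaCl/DTT buffer, pH 7.5 | reagent = 10 nM SCFSkp2-Nedd8OG | compound = one concentration, 12.5 µM, 0.25% DMSO | times = 90 min reaction at room temperature | signal = FP | read-out basis = % inhibition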
NadD inh: blocks S. aureus nicotinate mononucleotide adenylyltransferase; purified NadD enzyme, colorimetric absorbance read-out; inhibition, % at 20 µM; 360,000 tested, 0.78% active; AID 602399; in the data active = inhibition above about 26%; also: some compounds past the cut are filed as inactive
Neddylation inh: cullin neddylation inhibition | P61081+Q13564 | TR-FRET cullin neddylation, biochemical | calls only at 25 µM | 360,000 tested, 0.58% active | AID 651699; in the data active = inhibition above about 36%
SUMO1-SIM PPI: alters human SUMO1 binding to SIM partners | P63165 | SUMO1 binding to a labelled peptide, TR-FRET, 1 h | inhibition, % at 20 µM | 360,000 tested, 0.33% active | AID 602429; in the data active = inhibition above about 37%
LMPTP block: blocks human LMPTP phosphatase; inhibition, % at 20 µM; P24666; AID 651560; 360,000 tested, 0.22% active; recombinant LMPTP-A, OMFP fluorogenic substrate, fluorescence intensity;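 active = compounds that cut the enzyme signal by at least half of the control window in the single-dose screen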;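 also: plate controls were DMSO wells with enzyme plus substrate for no effect and substrate without enzyme for full effect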
Target sequence (P24666 whole entry, looked up): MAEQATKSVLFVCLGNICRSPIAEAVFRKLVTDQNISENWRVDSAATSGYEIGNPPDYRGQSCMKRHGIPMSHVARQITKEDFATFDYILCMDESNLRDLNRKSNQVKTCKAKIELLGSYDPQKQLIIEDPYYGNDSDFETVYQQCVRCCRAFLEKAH
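Assay system: LMPTP-A enzyme. Input: 0.625 nM LMPTP-A final. Probe or stimulus: 400 µM OMFP. Compound dosing: single 20 µM dose. Schedule: 50 min dark incubation at room temperature. Detection: fluorescence intensity of OMFP turnover product. Read-out: percent inhibition versus substrate-only and uninhibited controls. Benchmarks: no-enzyme low control, uninhibited high control.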
Rin1 Abl inh: blocks binding of human Rin1 to Abl | P00519+Q13671 | TR-FRET Rin1/Abl binding, biochemical | inhibition, % at 7.35 µM | 360,000 tested, 0.4% active | AID 588664; in the data active = inhibition above about 5%, passing the limit was not always enough
Rpn11 inh: inhibitors of human proteasome Rpn11 | O00487 | human 26S proteasome, Ub4-pepOG fluorescence polarization; 20S core pre-blocked with epoxomicin | calls only at 20 µM | 360,000 tested, 0.59% active | AID 588493;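 active = inhibition at 20 µM, scaled to each plate's controls, above about 33%, limit read from the data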
Target sequence (O00487 whole entry, looked up): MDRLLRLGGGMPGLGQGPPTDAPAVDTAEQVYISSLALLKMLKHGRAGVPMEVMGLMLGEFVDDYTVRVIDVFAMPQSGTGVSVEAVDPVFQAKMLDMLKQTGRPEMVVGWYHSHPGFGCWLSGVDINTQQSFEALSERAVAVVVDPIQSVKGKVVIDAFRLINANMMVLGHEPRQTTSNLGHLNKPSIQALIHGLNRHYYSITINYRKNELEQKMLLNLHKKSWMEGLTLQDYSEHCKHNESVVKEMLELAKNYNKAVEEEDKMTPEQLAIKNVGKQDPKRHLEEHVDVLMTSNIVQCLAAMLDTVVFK
Starred values were filed as active, the others as inactive; i = inactive; x = no result given.

SMILES | STEP block | DNMT1 inh | Scp1 inh | CSN inh | NadD inh | Neddylation inh | SUMO1-SIM PPI | LMPTP block | Rin1 Abl inh | Rpn11 inh
C=CCN(C(=O)c1csnn1)C(C(=O)NC1CCCCC1)c1ccccc1F (stereo not drawn) | -2 | 1 | -7 | 0 | 1 | i | 2 | -0.8 | 1 | i
O=S(=O)(c1ccccc1)N(CC(O)COc1ccccc1)c1ccccc1 (stereo not drawn) | -1 | 1 | -15 | 0 | -5 | i | 3 | 1.0 | 1 | i
CC1(C2CC2)NC(=O)N(CC(=O)N2CCN(c3ccc(F)cc3)CC2)C1=O (stereo not drawn) | -1 | 3 | -5 | 3 | 0 | i | 4 | -1.9 | 3 | i
O=C1N[C@@H](Cc2ccccc2)C(=O)N2[C@@H]3N(S(=O)(=O)c4ccccc4)c4ccccc4[C@]3(Br)C[C@@H]12 | 0 | -8 | -5 | -2 | 5 | i | 4 | 2.6 | 3 | i
Cc1ccc(S(=O)(=O)Nc2ccccc2C(C(=O)OC(C)(C)C)C(=O)OC(C)(C)C)cc1 | x | x | x | -4 | x | i | 4 | 1.6 | x | x
CCOC(=O)/C(C#N)=C/c1cc2ccc(C)cc2nc1Cl | -2 | 4 | -10 | -12 | -8 | i | -20 | 1.8 | 0 | i
Cc1ccc(S(=O)(=O)N2CCOCC2)cc1NC(=O)COC(=O)c1ccccc1OCc1c(C)noc1C | -1 | 0 | -3 | -1 | -7 | i | 1 | -0.8 | 0 | i
O=C(COc1ccc(Cl)cc1)OCC(=O)N1CCCc2ccccc21 | 2 | 0 | -7 | -12 | -5 | i | 0 | 1.3 | 0 | i
O=C(Nc1cccc2c1CCCC2)c1cccc(F)c1 | -1 | 0 | -12 | 5 | -12 | i | -2 | -0.2 | -1 | i
C=C1CCC[C@]2(C)C[C@H]3OC(=O)C(CNCC(OC)OC)[C@H]3CC12 (stereo partly drawn) | 1 | 1 | -3 | 1 | -2 | i | 0 | -0.8 | 6 | i
Cc1noc(C)c1NC(=O)Nc1ccc2c(c1)C(=O)N([C@H](C)CO)C[C@H](C)[C@@H](CN(C)C(=O)NC(C)C)O2 | -3 | 2 | -8 | 4 | -4 | i | -2 | -2.2 | -1 | i
O=[N+]([O-])c1ccccc1OC/C(=N\O)c1ccccc1 | 7 | 1 | -16 | 0 | -4 | i | -4 | 1.1 | 2 | i

The closing 3 entries of the part above lead into the next.
SMILES | STEP block | DNMT1 inh | Scp1 inh | CSN inh | NadD inh | Neddylation inh | SUMO1-SIM PPI | LMPTP block | Rin1 Abl inh | Rpn11 inh
C=C1CCC[C@]2(C)C[C@H]3OC(=O)C(CNCC(OC)OC)[C@H]3CC12 (stereo partly drawn) | 1 | 1 | -3 | 1 | -2 | i | 0 | -0.8 | 6 | i
Cc1noc(C)c1NC(=O)Nc1ccc2c(c1)C(=O)N([C@H](C)CO)C[C@H](C)[C@@H](CN(C)C(=O)NC(C)C)O2 | -3 | 2 | -8 | 4 | -4 | i | -2 | -2.2 | -1 | i
O=[N+]([O-])c1ccccc1OC/C(=N\O)c1ccccc1 | 7 | 1 | -16 | 0 | -4 | i | -4 | 1.1 | 2 | i
CS(=O)(=O)N(CC(=O)N1CCN(Cc2ccc3c(c2)OCO3)CC1)c1ccc2c(c1)OCO2 | -5 | 2 | -5 | 1 | 0 | i | -2 | -0.4 | 3 | i
Fc1ccc(-c2noc(-c3ccc4c(c3)CCO4)n2)cc1 | 0 | 1 | -4 | 1 | 0 | i | 1 | 0.4 | 2 | i
CCC1(C)Cc2sc3c(=O)[nH]c(=S)[nH]c3c2CO1 (stereo not drawn) | 2 | 6 | 1 | -2 | -3 | i | 4 | -3.1 | 5 | i
COc1ccc(-c2cc(CNS(=O)(=O)c3ccc(NC(C)=O)cc3)on2)cc1 | -1 | 1 | -7 | 2 | -1 | i | -4 | -0.2 | 0 | i
C=CCSc1nc(N)cc(=O)[nH]1 | -2 | -1 | 6 | -7 | -2 | i | -5 | -1.6 | 0 | i
O=C(O)CCNC(=O)c1cncc(Br)c1 | -4 | 1 | -3 | -2 | -3 | i | 1 | -1.3 | 3 | i
O=C(NC1CCCC1)c1cc(-c2ccccc2)on1 | 3 | -1 | -12 | 2 | -1 | i | 3 | -0.3 | 4 | i
CCCCCn1nnnc1-c1nc2cc(C)c(C)cc2[nH]c1=O | x | x | x | 2 | 6 | x | -17 | -0.9 | x | x
O=C(CNS(=O)(=O)c1ccccc1)Nc1cccc([N+](=O)[O-])c1 | 3 | 2 | -1 | 6 | -10 | i | -8 | -0.6 | -3 | i
CCOC(=O)c1cnn(CCOC(=O)C2CC2)c1NC(=O)C1CC1 | -2 | -1 | -3 | -5 | -3 | i | 3 | -1.9 | 0 | i
O=C(N/N=C/c1ccncc1)c1cc([N+](=O)[O-])cc([N+](=O)[O-])c1 | 0 | 3 | 6 | -6 | -5 | i | -12 | -1.4 | 0 | i
CCC(O)(C(=O)Nc1ccccc1C(F)(F)F)c1ccccc1OC (stereo not drawn) | -1 | 4 | 2 | 1 | 0 | i | 18 | -1.9 | -1 | i
Cc1cccc(NC(=O)CCc2nnc3ccc(N4CCC(C)CC4)nn23)n1 | -2 | 1 | -7 | -2 | 3 | i | 5 | 0.0 | 1 | i
O=C(Nc1nc2ccccc2n1CCN1CCCC1)C1CCCCC1 | -2 | 1 | 6 | -1 | -10 | i | -3 | -0.7 | 0 | i
N#Cc1cc([N+](=O)[O-])c(-n2nnc3ccccc32)c([N+](=O)[O-])c1 | 0 | -2 | -2 | 2 | 5 | i | -22 | -1.5 | -2 | i
COc1cc2nc(CN(C)Cc3ccc(C(C)(C)C)cc3)[nH]c(=O)c2cc1OC | 1 | 7 | -8 | -3 | -11 | i | 1 | -1.3 | -2 | i
COc1ccc(C(=O)Nc2c(N)nc(SCC(=O)Nc3ccc(C(C)=O)cc3)[nH]c2=O)cc1 | -1 | -1 | 0 | 4 | 0 | i | 2 | 1.7 | 0 | i
CCOC(=O)c1c(C)[nH]c(=S)c(C#N)c1-c1ccc(Cl)cc1 | 2 | -1 | -6 | -3 | 7 | i | -1 | -0.1 | -5 | i
Cc1ccc(NC(=O)N(Cc2ccco2)C(C)c2ccco2)cc1C (stereo not drawn) | 4 | -1 | 0 | 2 | -4 | i | 4 | -0.6 | 0 | i
CCN1CCN(C(=O)c2ccc(N3CC4CC(C3)c3cccc(=O)n3C4)c([N+](=O)[O-])c2)CC1 (stereo not drawn) | 1 | 3 | -3 | -5 | -4 | i | 0 | -0.6 | -4 | i
O=C(Nc1nnc(-c2ccc(Br)cc2)o1)c1ccco1 | 5 | 2 | -7 | 2 | 2 | i | 7 | -0.2 | -2 | i
COc1cc(/C(C)=N/NC(=O)CSc2nnc(C)s2)ccc1O | -3 | 1 | -4 | 0 | -3 | i | -3 | 0.5 | 2 | i
O=C(O)COc1ccc2c(c1)CCCC2 | 1 | 0 | -5 | 4 | -1 | i | 18 | -0.5 | -2 | i
Cc1ccc2c(COC(=O)c3ccccc3OC(F)F)cc(=O)oc2c1 | 4 | 0 | -3 | 3 | -1 | i | -5 | 3.1 | -3 | i
COc1ccc(C(=O)c2cn[nH]c2-c2cc(C)ccc2O)cc1 | -1 | -1 | -16 | 3 | -10 | i | 4 | -0.1 | 1 | i
O=C(CN(C1CCCCC1)S(=O)(=O)c1ccc(F)cc1)NC1CC1 | 0 | -3 | 4 | 0 | 1 | i | 0 | -1.2 | 3 | i
CC1(C)CC(CC(=O)O)C(=O)O1 (stereo not drawn) | 1 | 3 | 0 | 1 | -3 | i | 3 | -2.2 | -4 | i
NC(=O)CS(=O)(=O)c1nc2ccccc2n1Cc1ccccc1F | -1 | 0 | -5 | 1 | -6 | i | 2 | -0.7 | 1 | i
N=c1c(C(=O)NC2CCCC2)cc2c(=O)n3ccccc3nc2n1Cc1ccccc1 | 0 | -2 | 12 | 0 | 10 | x | -48 | 3.2 | -8 | i
COc1cc(C(C(=O)NC2CCCCC2)N(C(=O)c2cnccn2)c2ccccc2)cc(OC)c1OC (stereo not drawn) | 0 | -1 | 2 | -1 | -1 | i | -4 | -0.6 | 0 | i
Cc1ccc(C(=O)CCC(=O)OCC(=O)Nc2nnc(-c3ccccc3)o2)cc1 | 2 | 5 | -2 | 2 | 17 | i | 9 | 0.8 | -1 | i
COC(=O)c1cccc(NC(=O)CN2CCN(Cc3ccccc3)CC2)c1 | 4 | -6 | 3 | -4 | -5 | i | -2 | -1.9 | 1 | i
CCc1ccccc1Nc1nc2ccccc2n1C | -2 | -5 | -4 | -10 | -4 | i | 0 | 2.9 | -1 | i
Cc1cc(=O)oc2cc(OCc3ccc(C(=O)OCC(=O)N(C)C4CCS(=O)(=O)C4)cc3)ccc12 (stereo not drawn) | -4 | 1 | -11 | 2 | -3 | i | 2 | 0.4 | 1 | i
Nc1nc(NCCCN2CCOCC2)nc(NCc2ccccc2)c1[N+](=O)[O-] | 0 | -1 | 0 | -1 | -5 | i | -9 | 0.5 | -4 | i
O=C(NS(=O)(=O)c1ccccc1[N+](=O)[O-])c1ccccc1 | -1 | 1 | -5 | 7 | 2 | i | -4 | -1.1 | -2 | i
Cc1sc2nc(C3CC3)nc(NCCNS(C)(=O)=O)c2c1C | -2 | -1 | -11 | 3 | -4 | i | 3 | 2.4 | 1 | i
COc1ccc(O)c(CN2CCCC(N3CCN(c4ccccc4OC)CC3)C2)c1 (stereo not drawn) | 3 | 0 | 0 | 6 | -5 | i | 1 | -0.1 | -3 | i
O=C(O)CSCC(=O)Nc1ccc(C2CCCCC2)cc1 | 0 | 1 | -1 | 4 | 4 | i | 0 | -0.4 | -5 | i
O=C(Nc1ccc(OC(F)F)c(Cl)c1)c1ccccn1 | 0 | 3 | 16 | -2 | -2 | i | 0 | 0.6 | 2 | i
COc1cccc(CNC(=S)Nc2cc(C)cc(C)c2)c1 | 2 | -3 | -5 | -6 | 9 | i | -6 | -0.1 | 2 | i
C[C@H](NC(=O)c1nc[nH]c1C(=O)NCC(=O)OC(C)(C)C)c1ccccc1 | 2 | -6 | -6 | -7 | -4 | i | 4 | -1.6 | 0 | i
C=CCNc1nc(C2(C)CC3(CC(C)OC3=O)C(=O)O2)cs1 (stereo not drawn) | -1 | 1 | -3 | 2 | 1 | i | -2 | -1.4 | 5 | i

Results in STEP block (4 entries from above):
molecule | STEP block
Cc1sc2nc(C3CC3)nc(NCCNS(C)(=O)=O)c2c1C | -2
COc1ccc(O)c(CN2CCCC(N3CCN(c4ccccc4OC)CC3)C2)c1 (stereo not drawn) | 3
O=C(O)CSCC(=O)Nc1ccc(C2CCCCC2)cc1 | 0
O=C(Nc1ccc(OC(F)F)c(Cl)c1)c1ccccn1 | 0

Screening results from PubChem BioAssay.
